TNF necrop inh – TNF-alpha cell death inhibition in Jurkat FADD-/- cells; Jurkat FADD-/- TNF necroptosis rescue, ATP luminescence, 24 h; 0 = TNF only, 100 = no-TNF cells; activation (protection from cell death), % at 10 µM; 220,000 compounds, 0.068% hits;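 active means activation, meaning protection from cell death, of at least 50% relative to plate controls; inactive means activation below 50%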;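 further: necroptosis triggered by 40 ng/mL TNF-alpha added together with compound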
FXIIa inh 1536 – blocks human coagulation factor XIIa protease activity | inhibition, % at 5 µM | 220,000 compounds, 0.3% hits | AID 800 | purified FXIIa, Boc-QGR-AMC fluorogenic substrate, 2 h; in the data active means inhibition above about 40%;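 further: 0% = enzyme with no compound and 100% = blank without enzyme; many of its hits are not listed in these tables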
CHOP inh – CHOP inhibition in unfolded protein response. CHO-K1 CHOP-promoter luciferase, tunicamycin-induced, 15-18 h. inhibition, % at 10 µM. 220,000 compounds, 3.8% hits;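 active means compounds that reduced the stress-induced luciferase reporter signal by more than about 70% of percent inhibition, limit read from the data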;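 further: 0% = tunicamycin plus vehicle and 100% = wells without tunicamycin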
FXIa inh 1536 – factor XIa (human) inhibition. P03951. purified FXIa, Boc-Glu-Ala-Arg-AMC fluorogenic substrate. 220,000 compounds, 0.14% hits. inhibition, % at 5 µM;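 active means inhibition of at least 40%; inactive means inhibition below 40%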;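 further: fluorescence of freed AMC excited at 355 nm; 0% = enzyme without compound and 100% = no enzyme blank; many of its hits are not listed in these tables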
Target sequence (P03951 19-387 limits assumed): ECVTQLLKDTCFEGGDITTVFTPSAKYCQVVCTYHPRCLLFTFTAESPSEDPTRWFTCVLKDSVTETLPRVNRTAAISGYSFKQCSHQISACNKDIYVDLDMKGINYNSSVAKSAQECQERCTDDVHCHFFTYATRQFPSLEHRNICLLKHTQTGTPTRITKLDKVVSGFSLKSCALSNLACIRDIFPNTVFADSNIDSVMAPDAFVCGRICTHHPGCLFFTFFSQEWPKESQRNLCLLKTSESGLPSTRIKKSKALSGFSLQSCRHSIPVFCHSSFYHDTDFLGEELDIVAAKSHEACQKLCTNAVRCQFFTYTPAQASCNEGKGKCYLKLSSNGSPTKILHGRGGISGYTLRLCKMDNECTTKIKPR
Target sequence (P03951 388-625 limits assumed): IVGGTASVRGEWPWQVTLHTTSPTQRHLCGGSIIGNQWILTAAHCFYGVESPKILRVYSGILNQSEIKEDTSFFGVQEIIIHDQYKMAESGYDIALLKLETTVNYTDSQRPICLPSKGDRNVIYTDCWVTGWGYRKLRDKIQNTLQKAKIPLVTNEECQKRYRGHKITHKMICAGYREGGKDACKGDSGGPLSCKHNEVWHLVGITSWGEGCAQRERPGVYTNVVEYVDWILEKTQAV
PPC-1+TRAIL kill – PPC-1 cancer cell killing with TRAIL present; AID 1443; PPC-1 cells + TRAIL, ATPLite viability luminescence; 220,000 compounds, 0.41% hits; cell killing (% activity), % at 4 µM;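 active means cell killing above 50% in the first pass at 4 µM, then a duplicate retest at 5 µM averaging 50% or more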;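 further: plate controls were cells with TRAIL plus DMSO for no effect and medium-only wells lacking cells for full effect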
TbHK1 inh – T. brucei hexokinase 1 inhibition. 220,000 compounds, 0.11% hits. recombinant TbHK1, G6PDH-coupled NADH A340. inhibition, % at 10 µM;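 active means inhibition of 50% or more in the single-dose primary screen; inactive means inhibition below 50%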
Wee1 degr inh – blocks degradation of human Wee1 kinase; HeLa Luc-Wee1K328M stability, luciferase luminescence; 100% = proteasome inhibitor MG132 effect; AID 1321; reporter increase, % at 5 µM; 220,000 compounds, 1.2% hits;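 active means activation above the mean of all tested compounds plus 3 SD, set per screening run, cut at about 8.8% in these data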;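 further: cells exposed to compound for 20 h before luminescence read; 0% = DMSO alone and 100% = MG132 at 30 µM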
PGE2 EP2 inh – EP2 receptor (human) inhibition; P43116; C6 glioma cells expressing human EP2, cAMP TR-FRET; cells stimulated with saturating PGE2; inhibition, % at 25 µM; 260,000 compounds, 0.52% hits;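 active means percent inhibition above 40 after rounding to a whole number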;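 further: rat C6 glioma host cells with rolipram phosphodiesterase inhibitor present; the protocol text gives 20 µM as final concentration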
Target sequence (P43116 whole entry, looked up): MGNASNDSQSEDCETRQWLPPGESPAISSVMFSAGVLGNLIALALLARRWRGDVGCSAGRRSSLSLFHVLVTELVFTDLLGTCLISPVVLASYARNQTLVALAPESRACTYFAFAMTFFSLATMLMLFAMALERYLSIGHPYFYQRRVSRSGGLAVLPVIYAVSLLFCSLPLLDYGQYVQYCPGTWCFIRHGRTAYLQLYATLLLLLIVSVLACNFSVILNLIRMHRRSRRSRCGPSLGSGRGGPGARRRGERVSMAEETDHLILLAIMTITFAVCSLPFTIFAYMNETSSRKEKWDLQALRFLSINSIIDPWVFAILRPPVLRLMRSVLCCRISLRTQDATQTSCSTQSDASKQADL
L929 necroptosis – L929 zVAD cell death inhibition. L929 zVAD necroptosis rescue, ATP luminescence, 24 h; with zVAD 60 µM. viability rescue, % at 10 µM. 220,000 compounds, 0.38% hits. AID 1377;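 active means activation, scaled between plate controls, above about 75%, limit read from the data; inactive means activation under that limit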;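 further: 0% = zVAD with DMSO and 100% = DMSO alone without zVAD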
* = called active by the depositor; x = no result given.

SMILES	TNF necrop inh	FXIIa inh 1536	CHOP inh	FXIa inh 1536	PPC-1+TRAIL kill	TbHK1 inh	Wee1 degr inh	PGE2 EP2 inh	L929 necroptosis
Cc1cc(C(=O)N/N=C2\CC(=O)c3ccccc32)c(C)n1-c1ccccc1	-4.3	13	-3	1	18	3	4	9	0.5
CCCCSc1nnc(-c2ccc(C)cc2)o1	0.2	12	52	2	-2	5	4	4	0.4
CCN(CC)c1cc(-c2ccccc2)ncn1	-0.9	17	3	7	-1	-4	0	6	0.3
Cc1ccc(-n2c(CCC(=O)O)ccc2-c2cccs2)cc1C	0.1	16	-16	6	25	4	-1	7	0.4
CN(C)c1cccc(C(=O)Nc2cc(C(F)(F)F)ccc2-n2cnc3ccccc32)c1	2.2	-8	23	-8	0	5	4	8	-0.3
CCOC(=O)CCC(=O)Nc1ccc(S(=O)(=O)N2CCCC2)cc1	-0.8	12	33	-2	15	5	1	10	0.1
Cc1cc(C)n(-c2ncnc3sc4c(c23)CC(C)CC4)n1 (stereo not given)	-3.1	24	27	5	6	4	1	7	1.4
COC(=O)c1c(C(=O)OC)c2cc(C)ccn2c1Cl	-4.2	2	24	6	-1	-25	-1	12	0.1
COC(=O)c1cccc(NC(=O)Nc2ccc(Cl)cc2)c1	1.4	1	11	2	12	4	0	15	5.5
Cc1ccc2cccc(NC(=O)C(F)(F)F)c2n1	-2.6	x	x	x	5	-4	-3	4	0.0
COc1ccc(N=Cc2[nH]c3ccccc3c2O)cc1	-1.4	7	11	1	21	0	2	2	0.7
CC(C)Oc1nc(-c2ccccc2Cl)nc2ccccc12	-0.4	-3	5	-6	5	-11	-2	8	0.9
O=C(c1ccc2ccccc2c1)C1CCCN(C(=O)c2noc3c2CCCC3)C1 (stereo not given)	0.9	4	20	13	8	2	-3	4	0.9
COC(=O)c1cc(OC)c(OC)cc1NC(=O)c1cccc(OC)c1OC	0.5	1	4	-7	26	-12	-1	3	9.4
O=C(Nc1ccc(N2CCOCC2)cc1)C1CCN(S(=O)(=O)c2ccccc2F)CC1	1.8	6	7	7	8	-6	8	10	1.0
O=[N+]([O-])c1cc(F)c(N2CCCCC2)cc1N1CCOCC1	-5.4	7	45	1	24	-8	-2	2	-0.1
CC1CN(c2ccccc2)NC1=O (stereo not given)	-2.2	2	28	-6	-2	1	-1	4	0.3
C=CCc1ccc(OCCCCN2CCC(C)CC2)c(OC)c1	-1.8	10	-1	5	21	-2	-1	14	0.4
CN(C)c1ccc(NC(=O)COC(=O)Cn2nnc3ccccc32)cc1	2.2	10	6	9	-5	0	-2	4	0.4
COC(=O)c1c(C)nc(C)c2c(=O)oc3ccccc3c12	-0.2	10	30	8	19	3	-1	6	2.3
COc1ccc(C(=O)CSc2nnc(C3CCCCC3)n2N)c(OC)c1	1.8	7	14	-26	11	-5	-2	13	-0.3
Cc1cc(C(=O)O/N=C(\N)c2ccc(C(C)(C)C)cc2)no1	1.1	4	-19	-2	12	-1	0	12	1.5
Cc1ccccc1OCC(=O)NC(=S)Nc1ccc2c3c(cccc13)CC2	-1.0	16	35	0	6	-11	1	14	0.3
c1ccc(-c2noc(C34CC5CC(CC(C5)C3)C4)n2)nc1	-2.8	6	-49	-1	-14	-1	8	7	-0.8
O=C(CSc1ccc2nnc(-c3ccncc3)n2n1)Nc1ccc2c(c1)OCCO2	0.4	10	23	4	-4	-1	0	12	0.7
O=C(NCc1ccncc1)c1cc(C(=O)C2CC2)c[nH]1	-0.8	6	22	-3	-1	9	-4	4	1.6
C/C(=N\NC(=O)c1cc2c(s1)CCC(C)C2)c1ccncc1 (stereo not given)	0.8	4	10	7	10	5	3	5	69
COC(=O)c1cn(-c2cccc(C)n2)cn1	0.2	-2	7	-5	-2	-2	1	10	1.6
Cc1ccc(N2C(=O)N(CC(=O)Nc3ccc(C)cc3C)C(=O)C2C)cc1 (stereo not given)	-0.4	1	22	-4	17	-4	2	1	0.7
Cc1cc(C)cc(NC(=O)C(NCCN2CCOCC2)c2ccccc2)c1 (stereo not given)	0.4	11	8	8	9	0	-3	6	-0.8
O=C(CSc1n[nH]c(-c2ccc(Cl)cc2Cl)n1)Nc1ccccn1	-0.3	6	-5	1	6	-4	0	x	0.2
CCn1c(Cc2ccccc2)nnc1SCC(=O)Nc1nnc(-c2ccccc2)s1	0.6	12	1	0	7	-8	-2	10	-0.3
Cn1c(=O)c2nc(-c3ccccc3)oc2c2ccccc21	-1.4	18	-3	9	5	-12	6	8	0.0
O=C(Nn1cnc2ccccc2c1=O)c1ccc(F)cc1Cl	1.2	5	25	-1	27	1	3	13	1.0
Cc1noc(C)c1CSc1nnc(-c2ccncc2)n1-c1cccc(Cl)c1C	-1.5	12	-10	2	18	-2	3	7	-1.7
CC(/C=C/c1ccccc1F)=N\NC(=O)C(C)C	3.0	12	-10	8	14	-11	7	6	x
CCOC(=O)N1CCN(c2c(N3CCN(c4cccc(C(F)(F)F)c4)CC3)c(=O)c2=O)CC1	-0.8	0	4	3	-17	-4	2	7	-0.1
C/C(CC(=O)NC1CCCC1)=N\NC(=O)Cc1csc(N)n1	0.2	4	-2	9	6	0	-2	7	-0.6
CCSc1nnc2ccc(-c3ccco3)nn12	-0.6	-6	4	-10	7	-17	-1	12	4.3
COc1ccc(NC(=O)O/N=C/c2ccccc2Cl)cc1	1.5	0	-13	-3	10	-4	0	9	0.2
Cc1ccc([N+](=O)[O-])cc1N/C=C1\CCCCC1=O	1.3	17	17	-2	27	-9	2	7	3.6
COc1ccc2sc(NC(=O)NC(=O)c3c(Cl)cccc3Cl)nc2c1	12	9	17	4	9	-6	1	19	2.4
O=C(CC1C(=O)CCCC1=O)c1ccccc1	1.4	6	0	-5	20	5	-1	3	0.4
CC(=O)c1c(C)[nH]c(C(=O)OCC(=O)C(C)(C)C)c1C	0.9	5	4	-5	8	1	0	13	0.1
c1ccc(CSC2=NNC(c3ccccn3)S2)cc1 (stereo not given)	-18	9	17	-1	16	-21	-2	7	12
c1cc(CNc2ccc(N3CCOCC3)cc2)ccn1	0.3	8	52	-16	-4	-8	0	2	0.4
Cn1ccsc1=NC(=O)c1ccc(Cl)cc1	1.7	0	-9	-7	11	-22	3	7	1.3
COc1ccc(OCCn2nnc(-c3ccc(Cl)cc3)n2)cc1	0.8	8	54	2	14	-3	16*	5	-0.7
CC(=O)Nc1ccc(C(=O)NNC(=O)CCc2ccccc2)cc1	-2.4	3	-1	-4	7	1	-2	1	0.5
COc1ccc2c(C)cc(N3CCN(c4ccc(F)cc4)CC3)nc2c1	4.8	13	7	0	5	-14	3	2	0.5
O=C(Nc1ccccc1C(F)(F)F)c1cc(-c2cccc(O)c2)on1	-0.8	2	97*	-7	9	-13	2	5	0.2
COc1cccc(NC(=O)Nc2ccccc2C(N)=O)c1	0.4	0	-7	-6	-2	-4	0	6	-0.1
COc1ccc(NC(=O)CSCC(=O)NCCc2ccccn2)cc1	1.4	-8	-25	-1	6	2	16*	9	2.1
CCCC(=O)Oc1ccccc1C1SCc2cc(C)c(C)cc2CS1	0.7	22	49	8	-37	-9	5	x	0.7
CCOC(=O)CN1C(=O)C(O)=C(C(C)=O)C1c1ccccc1 (stereo not given)	-3.2	15	19	5	4	-29	2	12	0.1
Cc1cccc(C)c1OCC(=O)Nc1ncn[nH]1	-2.1	23	9	17	12	-3	0	14	-0.4
c1ccc(Cn2nnc3c(N4CCc5ccccc54)ncnc32)cc1	-1.4	-6	28	-2	24	-22	0	10	-0.2
O=C(O)CC1S/C(=N/N=C/C=C/c2ccccc2[N+](=O)[O-])NC1=O (stereo not given)	3.1	27	-3	24	18	18	-2	4	0.8
O=C(O)c1ccc(Cn2cc(C(F)(F)F)ccc2=O)cc1	0.3	0	-3	-6	1	-1	-3	4	1.6
COc1ccc(C2CC(c3ccc(C)cc3)Nc3nc(N)nn32)cc1 (stereo not given)	-0.5	9	8	1	-4	1	2	6	0.3

Single records (already shown). Screens in order: TNF necrop inh	FXIIa inh 1536	CHOP inh	FXIa inh 1536	PPC-1+TRAIL kill	TbHK1 inh	Wee1 degr inh	PGE2 EP2 inh	L929 necroptosis
CCCC(=O)Oc1ccccc1C1SCc2cc(C)c(C)cc2CS1 reads 0.7	22	49	8	-37	-9	5	x	0.7
COc1ccc2sc(NC(=O)NC(=O)c3c(Cl)cccc3Cl)nc2c1 reads 12	9	17	4	9	-6	1	19	2.4
CCOC(=O)CN1C(=O)C(O)=C(C(C)=O)C1c1ccccc1 (stereo not given) reads -3.2	15	19	5	4	-29	2	12	0.1

(list continues)
SMILES	TNF necrop inh	FXIIa inh 1536	CHOP inh	FXIa inh 1536	PPC-1+TRAIL kill	TbHK1 inh	Wee1 degr inh	PGE2 EP2 inh	L929 necroptosis
CCOc1ccc(-n2c(SCC(=O)Nc3cc(OC)c([N+](=O)[O-])cc3C)nc3ccccc32)cc1	3.6	6	6	6	-5	12	2	3	0.0
Cn1c(=O)c2c(ncn2CC(=O)OCC(=O)Nc2ccc(Cl)cc2Cl)n(C)c1=O	0.9	8	0	3	-4	2	-1	0	1.4
O=C(NCCc1c[nH]c2ccccc12)C1CCC(Cn2c(=S)[nH]c3ccccc3c2=O)CC1 (stereo not given)	-6.7	7	48	-5	-21	-2	-2	7	0.1
CN(C)C(=S)NC1(C)CCS(=O)(=O)C1 (stereo not given)	-2.3	-2	-17	-10	12	2	1	21	-0.3
COc1ccc(C(=O)C(Cc2cc(C(C)=O)ccc2OC)N2CCCC2)cc1 (stereo not given)	0.6	5	5	-3	14	-3	-1	8	0.0
CS(=O)(=O)N(CC(=O)NCc1cccnc1)C1CCCCC1	1.2	7	-18	4	5	10	-4	4	-1.0
O=C(Nc1cccc(S(=O)(=O)N2CCOCC2)c1)c1ccccn1	1.2	15	0	10	-14	1	4	1	1.3
Cc1ccc(-n2c(SCn3nnc4ccccc4c3=O)nnc2-c2cccnc2)c(C)c1	-1.0	-9	18	-4	26	-2	-1	5	-1.8
Cc1ccc2c(c1)c(C1=NC(=S)NC1=O)c(O)n2C	-1.1	8	8	2	14	4	2	2	75
CCOCCCNC(=S)NCCCNc1nc2c(C)cc(C)cc2cc1C#N	1.9	10	3	0	13	3	2	6	1.9
CC(=O)N1CCC(=NNc2nc3ccccc3s2)CC1	2.0	3	4	-2	3	-6	-1	5	5.9
CCOC(=O)C1=C(CC)Nc2ccccc2N=C1NC(=O)c1ccc(S(=O)(=O)N2CCOCC2)cc1	1.2	-1	-3	-6	10	-3	0	7	1.3
CCc1ccc(CNC(=O)CCc2nc(-c3cccs3)no2)cc1	0.8	11	38	4	-10	-2	-1	7	-1.1
O=C(CN1C(=O)/C(=C/c2cccc(Br)c2)SC1=S)N1CCCC1	0.9	4	20	3	-21	-4	4	12	-0.2
COc1ccc(CN(Cc2ccc(C(=O)O)cc2)C(=S)Nc2ccc(C)cc2)cc1OC	2.2	-1	-16	-4	19	-3	-2	5	1.8
CCN(CC)S(=O)(=O)c1cc(NC(=O)CN2CCN(c3ccccn3)CC2)ccc1C	1.1	1	-4	-5	3	-6	8	-1	69
N#CCCN(C(=O)c1ccco1)c1ccccc1	0.3	11	-11	6	13	-3	-2	3	2.9
CCOC(=O)C1CCCN(C(=O)Cn2sc3nc(C)cc(C)c3c2=O)C1 (stereo not given)	-3.0	8	109*	3	15	-17	-1	115*	0.0
COc1ccc(N2CCN(CC(=O)Nc3ccc(-n4cnnn4)cc3)CC2)cc1	-1.3	-3	-4	-12	-10	-2	5	x	-1.3
COc1ccc(/C=C/c2c([N+](=O)[O-])c(=O)n(C)c(=O)n2C)c(OC)c1OC	1.8	x	1	-4	-5	-12	-1	7	0.5

Quoted from the listing.
For TNF necrop inh, `Cc1ccc2c(c1)c(C1=NC(=S)NC1=O)c(O)n2C` is entered as -1.1
For L929 necroptosis, `O=C(Nc1cccc(S(=O)(=O)N2CCOCC2)c1)c1ccccn1` is entered as 1.3

Bioassay records (PubChem)

These rows are one share of the data; count on the stated rates, not on these rows.
